USP2a inh – inhibitors of human ubiquitin-specific protease USP2a; O75604; USP2a enzymatic assay, qHTS inhibition; Potency, µM (highest dose often 38.3 µM), without a hit: at the highest dose activity change, negative = inhibition, actives largely listed as inhibitors; 60,000 compounds, 0.1% hits;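 also: potency is read from the fitted curve at half-maximal effect; nearly all actives have a fitted effect of over 60% in size; plate controls were DMSO for no effect and NEM full inhibition control for full effect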
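USP2 core (20nM final) preincubated 30 min RT with compound, then Ub-PLA2 20nM and NBD C6-HPC 20uM final added; buffer 20mM Tris-HCl pH 8.0, 2mM CaCl2. Fluorescence Ex 460/Em 535 read at 0 and 2.5 h; normalized to NEM.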
BRCT PPI red – inhibitors of human BRCA1 BRCT-phosphoprotein interaction (red fluorophore). P38398. BRCT-phosphopeptide binding, red fluorescence polarization. Potency, µM (titrated, usually from 76.9 µM), inactives show at the highest dose activity change, negative = inhibition, usual class: inhibitors. 75,000 compounds, 0.03% hits; also: % is scaled to controls: 0 for no effect and ±100 for the full control effect
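Fluorescence polarization: 100 nM His-tagged BRCA1 BRCT with 100 nM TAMRA-labelled phospho-BACH1 decapeptide, phosphate buffer pH 7.3 with 150 mM NaCl, DTT, 0.01% Tween 20; 12 min RT. Binding inhibition seen as FP decrease.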
HADH2 inhib – inhibitors of human HADH2 dehydrogenase. recombinant HADH2, NADH fluorescence, beta-hydroxybutyryl-CoA. Potency, µM (highest dose often 57.1 µM), without a hit: at the top dose activity change, negative = inhibition, usual class: inhibitors. 73,000 compounds, 3.4% hits. Q99714. AID 886; also: potency is read from the fitted curve at half-maximal effect; % is scaled to controls: 0 for no effect and ±100 for the full control effect; nearly all actives have a fitted effect of over 60% in size; many of its hits are not listed in these tables
Target sequence (Q99714 whole entry, looked up, one chain of several): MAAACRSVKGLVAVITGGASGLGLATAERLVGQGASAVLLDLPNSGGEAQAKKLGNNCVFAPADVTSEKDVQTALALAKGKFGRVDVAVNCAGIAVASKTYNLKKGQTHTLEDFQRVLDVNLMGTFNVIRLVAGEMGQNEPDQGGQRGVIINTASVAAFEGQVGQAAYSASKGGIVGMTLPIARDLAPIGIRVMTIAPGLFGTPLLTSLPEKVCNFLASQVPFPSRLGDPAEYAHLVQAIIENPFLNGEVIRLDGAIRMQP
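Read-out: 360 nm excitation, 450 nm emission, kinetic over 4 min. Conditions: His-tagged human HADH2 20 nM, pH 9.0 Tris with Tween-20, 1 mM NAD+, 90 uM beta-hydroxybutyryl-CoA.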
CRE Fsk mod – CRE-bla signaling modulation under forskolin stimulation | CHO CRE-bla reporter (cAMP response element driving beta-lactamase), forskolin EC10, beta-lactamase ratio | Potency, µM (highest dose often 38.2 µM), for inactives: at the highest dose activity change, negative = inhibition, usual class: activators | 71,000 compounds, 2.5% hits | AID 662; active = well fitted activation curve with a large enough effect in the signal ratio, with a control signal flat, not every such curve was filed as active; inconclusive = small, poorly fitted or top-dose-only effect, or effect the other way, or a change in a side signal; the % refers to the signal ratio; also: potency is read from the fitted curve at half-maximal effect; % of control where 0% means no effect
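Reporter-gene assay: CHO cells with beta-lactamase behind cAMP responsive elements, co-treated with compound and EC10 NKH 477 for 3 hours at 37 degrees Celsius. Activity came from the 460/530 nm CCF4 emission ratio.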
Pol III holo inh – DNA polymerase III holoenzyme inhibition | AID 603 | 71,000 compounds, 0.25% hits | Potency, µM (doses to about 57.1 µM), for the others: at the highest dose activity change, negative = inhibition | reconstituted DNA polymerase III holoenzyme replication, biochemical; also: potency is read from the fitted curve at half-maximal effect; % is scaled to controls: 0 for no effect and ±100 for the full control effect
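Reconstituted *E. coli* holoenzyme (0.35 nM Pol III, 1 nM beta, 154 nM SSB, 2 nM primase) was preincubated with compound for 15 min at RT. Synthesis on 1.4 nM ssM13Gori ran 35 min, then was stopped with PicoGreen/EDTA and read as dsDNA fluorescence.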
HBB splicing – hemoglobin beta splicing modulation; HBB splicing reporter cell assay, activation; EGFP reporter with mutant IVS2-654 intron; response scale: normalised to 500 nM splice-correcting PNA; Potency, µM (highest dose often 46.1 µM), inactives show top-dose activation, hits mostly activators; 65,000 compounds, 0.06% hits; AID 925; also: potency is read from the fitted curve at half-maximal effect; 0% is about no effect
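Compounds were applied for 2 days to HeLa EGFP-654 cells, 500/well in Optimem with 2% FCS. The reporter's EGFP is disrupted by mis-splicing of beta-globin intron IVS2-654. Readout: summed well GFP fluorescence from 488 nm laser scanning; reference was 500 nM antisense […] 654 PNA.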
Hsp90 Hop PPI – changes Hsp90-Hop TPR2A binding signal, up or down | AlphaScreen TPR2A-His6 binding biotin-Hsp90 C-terminal peptide | Potency, µM (doses to about 57 µM), for the others: top-dose activity change, negative = inhibition | 71,000 compounds, 0.44% hits; active = well fitted curve in either direction with a large enough effect; inconclusive = small, poorly fitted or top-dose-only effect, or another doubt; also: potency is read from the fitted curve at half-maximal effect; % is scaled to controls: 0 for no effect and ±100 for the full control effect; many of its hits are not listed in these tables
UbGFP stabilizer – inhibits proteasome, raising ubiquitin-GFP reporter fluorescence; Ubiquitin-GFP reporter cells, proteasome inhibition, GFP fluorescence; response scale: untreated = 0%, 10 µM MG-132 = 100%; Potency, µM (titrated, usually from 45.9 µM), for inactives: top-dose activation (GFP accumulation), usual class: activators; 67,000 tested, under 10 active; AID 526; active = well fitted activation curve with a large enough effect, not every such curve was filed as active; inconclusive = small, poorly fitted or top-dose-only effect, or another doubt; inactive = no such curve, though single readings can be large or run the other way; also: potency is read from the fitted curve at half-maximal effect
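Proteasome blockade was scored as a rise in GFP-expressing U2OS cells carrying a ubiquitin(G76V)-GFP construct, imaged after 4 hr compound treatment at 37 °C across a 46 uM–2.9 nM series.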
15-hLO inh – inhibitors of human 15-lipoxygenase (ALOX15); P16050; purified 15hLO-1, xylenol orange hydroperoxide absorbance; Potency, µM (top dose mostly 57.1 µM), without a hit: at the highest dose activity change, negative = inhibition, actives largely listed as inhibitors; 74,000 compounds, 1.4% hits; also: potency is read from the fitted curve at half-maximal effect; % is scaled to controls: 0 for no effect and ±100 for the full control effect; nearly all actives have a fitted effect of over 55% in size
Target sequence (P16050 whole entry, looked up): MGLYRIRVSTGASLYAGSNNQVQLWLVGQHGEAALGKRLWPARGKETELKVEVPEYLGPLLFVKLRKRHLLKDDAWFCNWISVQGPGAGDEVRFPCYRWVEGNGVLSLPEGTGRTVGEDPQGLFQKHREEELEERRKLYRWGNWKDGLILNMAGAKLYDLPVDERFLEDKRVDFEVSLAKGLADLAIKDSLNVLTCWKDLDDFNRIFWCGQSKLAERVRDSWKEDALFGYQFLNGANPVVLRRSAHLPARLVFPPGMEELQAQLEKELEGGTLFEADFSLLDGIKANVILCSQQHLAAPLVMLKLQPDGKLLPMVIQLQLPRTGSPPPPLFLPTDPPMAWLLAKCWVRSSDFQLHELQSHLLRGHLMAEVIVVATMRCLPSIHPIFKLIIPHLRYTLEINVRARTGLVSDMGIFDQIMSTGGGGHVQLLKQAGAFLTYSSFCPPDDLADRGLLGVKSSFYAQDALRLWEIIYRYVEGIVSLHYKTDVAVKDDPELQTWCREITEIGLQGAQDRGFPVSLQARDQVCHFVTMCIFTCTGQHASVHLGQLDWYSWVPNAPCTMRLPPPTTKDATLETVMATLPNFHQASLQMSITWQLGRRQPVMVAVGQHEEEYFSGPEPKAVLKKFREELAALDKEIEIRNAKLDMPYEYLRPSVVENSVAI
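40 nM 15hLO-1 + cpd, 15 min RT; start w/ 50 uM AA (final), 6 min RT; stop/detect w/ 200 uM XO + 300 uM Fe(II) in 50 mM H2SO4, 30 min; A573/A405. Buffer 25 mM Hepes pH 7.5, 0.01% Triton X-100. No-enzyme wells as negative control.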
GFP derepression – derepresses silenced GFP locus in mouse C127i cells; mouse C127i GFP locus derepression, cytometry, 30 h; Potency, µM (top dose mostly 46.1 µM), inactives show at the highest dose GFP derepression (activation); 68,000 compounds, 0.09% hits; also: % of control where 0% means no effect
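Locus derepression in mouse mammary C127i cells whose integrated CMV-GFP reporter is normally silent; GFP expression after 30 h compound treatment was quantified by counting fluorescent cells.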
BRCT PPI green – BRCA1 BRCT-phosphoprotein interaction inhibition. P38398. BRCA1 BRCT-phosphopeptide binding, green fluorescence polarization. Potency, µM (titrated, usually from 76.9 µM), without a hit: at the highest dose activity change, negative = inhibition, actives largely listed as inhibitors. 75,000 compounds, 0.05% hits. AID 875;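 also: potency is read from the fitted curve at half-maximal effect; plate controls were peptide without protein for full effect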
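Fluorescence polarization: His-tagged BRCT (~35 kDa BRCA1 C-terminus, 250 nM) bound to 100 nM fluorescein-labeled phosphorylated 10-aa BACH1 peptide, pH 7.3 phosphate buffer with DTT and Tween 20. Compounds incubated 12 min at room temperature; inhibition read as lowered polarization.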
Numbers without * were called inactive; ? = inconclusive; nt = no result given; [ ] = remark or other dose. Unless noted, calls follow the shape of the dose curve; as a rule, active = well fitted curve in the direction sought with a large enough effect; inconclusive = small, poorly fitted or top-dose-only effect, or another doubt; inactive = no such curve, though single readings can be large; an effect the other way counts as inactive or inconclusive. These rows are one share of the data; the hit share may differ from the screen's.

Below each compound – USP2a inh	UbGFP stabilizer	BRCT PPI green	15-hLO inh	Hsp90 Hop PPI	BRCT PPI red	GFP derepression	CRE Fsk mod	HBB splicing	Pol III holo inh	HADH2 inhib
(1) CN(CC(=O)O)S(=O)(=O)c1cc(Cl)ccc1Cl
  -3%	4%	-2.5%	3%	-2%	0.5%	2%	0%	0.1%	-7%	-2%
(2) Cc1ccccc1NC(=O)N1CCCC(c2nc(-c3ccc(C(C)C)cc3)no2)C1 (configuration not stated)
  -2%	-1%	-0.6%	-12%	0%	-1.3%	0%	?	0.6%	2%	2%
(3) CCc1ccc(C2CC(c3ccc(C)cc3)Nc3nc(N)nn32)cc1 (configuration not stated)
  nt	5%	-1.1%	17%	-3%	-0.2%	5%	-7%	0.3%	-2%	7%
(4) COc1ccccc1-c1noc(-c2cccnc2)n1
  5%	-4%	2.3%	1%	2%	-0.1%	0%	23%	1.8%[1.84 µM]	-3%	-6%
(5) Cc1cc(NC(=O)CSc2nc3c(c(=O)n2Cc2ccccc2)SC(C)C3)no1 (configuration not stated)
  nt	9%	1.4%	-10%	-1%	-1.1%	nt	?	-0.5%	-5%	163%[activator]
(6) CCN(CCCNC(=O)CCn1c(=O)[nH]c2ccccc2c1=O)c1cccc(C)c1
  17%	2%	-2.3%	-1%	-9%	-0.9%	0%	-8%	-1.7%	13%	0%
(7) CCOC(=O)c1c(C)oc2ccc(OC(=O)N3CCOCC3)cc12
  3%	-1%	-0.9%	2%	0%	-1.0%	2%	?	nt	-6%	5%
(8) CN(C)c1ccc(-c2cc(-n3ccnc3)ncn2)cc1
  9%	12%	-0.3%	?	-9%	-0.5%	-2%[9.22 µM]	10µM*	-0.5%	-10%	20µM*
(9) Cn1c(SCC(=O)Nc2ccc3c(c2)OCCO3)nnc1-c1ccco1
  2%	-3%	1.1%	1%	-6%	-0.3%	-1%	7%	nt	-8%	0%
(10) Cc1nc2ncnn2c(C)c1CCC(=O)NCc1ccco1
  1%	2%	-2.0%	1%	-1%	-1.4%	0%	?	-2.6%	-3%	2%
(11) CCn1c(CNc2ccc(Cl)cc2)nnc1SCC(=O)NCc1ccccc1
  -6%	-8%	-2.0%	-4%	-3%	0.1%	0%	?	-2.6%	-3%	4%
(12) Cc1cccc(N(CC(=O)Nc2c(C)n(C)n(-c3ccccc3)c2=O)S(C)(=O)=O)c1
  -13%	-1%	-0.4%	15%	-1%	1.4%	8%	2%	-0.9%[9.22 µM]	-4%	0%
(13) COc1ccc(C(=O)Nc2ccncc2)cc1OC
  3%	24%	-0.5%	7%	-3%	-0.2%	0%	?	-1.2%[9.22 µM]	-3%	-3%
(14) CCOC(=O)CSc1nc2cc(C(=O)N3CCC(C(N)=O)CC3)ccc2c(=O)n1-c1ccccc1
  15%	nt	2.0%	14%	-4%	0.0%	-2%	6%	2.5%[0.369 µM]	1%	-2%
(15) O=C(CCNS(=O)(=O)c1cccc2nsnc12)N1CCc2ccccc21
  12%	8%	-1.6%	9%	?	-2.8%	0%	?	-2.1%	-4%	0%
(16) O=C1OCCC1Sc1ncnc2sc3c(c12)CCC3 (configuration not stated)
  9%	-1%	1.5%	-3%	-3%	0.1%	1%	23%	-0.7%	1%	-7%
(17) O=C(c1cnccn1)N1CCC2(CC1)CN(c1ccccn1)C2
  -3%	-8%	-3.8%	3%	-7%	-0.9%	-4%[9.22 µM]	-2%	0.3%	-4%	5%
(18) Cc1c(Br)cc(C(=O)N2CCCC2)c(C)c1C
  1%	-6%	-1.2%	5%	-6%	-0.4%	0%	-10%	-5.9%	2%	0%
(19) CCc1nnc(NC(=O)CSc2nnc(Cc3cccn3C)n2C)s1
  nt	2%	-1.5%	-5%	-2%	-0.9%	nt	5%	0.2%	2%	-25%
(20) COCCOC(=O)C1=C(C)N=c2s/c(=C\c3cccs3)c(=O)n2C1c1cccs1 (configuration not stated)
  14%	?	-0.8%	2%	-7%	0.3%	30%	17%	-2.0%	6%	-2%

New compounds follow.
Below each compound – USP2a inh	UbGFP stabilizer	BRCT PPI green	15-hLO inh	Hsp90 Hop PPI	BRCT PPI red	GFP derepression	CRE Fsk mod	HBB splicing	Pol III holo inh	HADH2 inhib
(21) O=C(OCN1C(=O)c2ccccc2C1=O)c1ccc2c(=O)n3c(nc2c1)CCC3
  3%	3%	-2.6%	-9%	-2%	-0.4%	3%	?	-0.2%[57.5 µM]	-4%	4%
(22) CC(=O)Cc1nsc(NC(=O)c2c(-c3ccccc3Cl)noc2C)n1
  -10%	-6%	-0.5%	8%	0%	0.3%	2%	-5%	-0.2%	-2%	4%
(23) Fc1ccccc1-c1nc(-c2ccccc2)no1
  -1%	6%	2.0%	-6%	18%	0.6%	-3%	-10%	-0.4%	-6%	7%
(24) CCC(=O)Nc1ccc(NC(=O)CSc2nnnn2CC)cc1C
  -2%	5%	0.4%	1%	-4%	-0.1%	1%	-5%	-0.2%[57.5 µM]	-2%	3%
(25) O=C1c2ccccc2C(=O)N1CCCC(=O)N1CCc2ccccc21
  0%[7.66 µM]	9%[9.17 µM]	-4.8%	-3%[11.4 µM]	-2%[11 µM]	0.9%	0%	?	-0.1%[0.0738 µM]	-2%[11.4 µM]	5%[11.4 µM]
(26) O=C(O)/C(=C1/OC(=O)c2ccccc21)c1ccccc1
  -8%	-3%	-1.3%	3%	-3%	-0.1%	1%	-2%	nt	0%	48%[activator]
(27) Cc1cc(C)cc(-c2nnc(SCC(=O)NCc3cccs3)o2)c1
  6%	-2%	-0.6%	-9%	-2%	-0.4%	0%	-7%	-3.7%	-6%	2%
(28) COCCn1nnnc1C(c1ccc(OC)cc1)N1CCC(C)CC1 (configuration not stated)
  nt	0%	-1.9%	5%	1%	0.1%	0%	3%	-0.3%[57.5 µM]	-1%	9%
(29) CCC(C)[C@@H](C(=O)Nc1ccc2c(c1)OCO2)N1Cc2ccccc2C1=O (some centres not stated)
  nt	-4%	-7.4%	-15%	-4%[2.3 µM]	-0.8%	nt	-8%	-0.9%	0%	-2%
(30) COCCn1nnnc1C(c1cc2cc(C)ccc2[nH]c1=O)N1CCCCCC1 (configuration not stated)
  nt	-8%	2.5%	?	50%	-2.0%	0%	-1%	2.2%[57.5 µM]	-6%	25%
(31) C=CCNc1nc(-c2ccccc2)nc(-n2ccnc2)n1
  10%	-1%	-0.2%	0%	0%	-0.8%	0%	?	-0.1%	1%	2%
(32) Cc1c(C(=O)O)sc2ncn(C)c(=O)c12
  -3%	-2%	-0.8%	7%	-2%	-1.4%	3%	-5%	nt	0%	5%
(33) CCc1ccc(N(C(C)=O)C2C=CS(=O)(=O)C2)cc1 (configuration not stated)
  5%	3%	0.1%	-4%	-2%	-1.8%	5%	?	-0.8%	-14%	-3%
(34) O=C(c1csnn1)N1CCC2(CCN(Cc3cc(C(F)(F)F)cc(C(F)(F)F)c3)CC2)CC1
  -2%	-3%	-0.7%	2%	-7%	-2.1%	5%[9.22 µM]	-7%	2.3%	-3%	9%
(35) O=C1C(=C2CCCCC2)SC(=S)N1Cc1ccco1
  49%[activator][7.66 µM]	5%[9.17 µM]	2.1%	4µM*	-2%[11 µM]	2.0%	0%	?	-3.4%[0.0738 µM]	1%[11.4 µM]	1.3µM*

Three structures from above, ordered by SMILES length, falling:
Below each compound – USP2a inh	UbGFP stabilizer	BRCT PPI green	15-hLO inh	Hsp90 Hop PPI	BRCT PPI red	GFP derepression	CRE Fsk mod	HBB splicing	Pol III holo inh	HADH2 inhib
(34) O=C(c1csnn1)N1CCC2(CCN(Cc3cc(C(F)(F)F)cc(C(F)(F)F)c3)CC2)CC1
  -2%	-3%	-0.7%	2%	-7%	-2.1%	5%[9.22 µM]	-7%	2.3%	-3%	9%
(33) CCc1ccc(N(C(C)=O)C2C=CS(=O)(=O)C2)cc1 (configuration not stated)
  5%	3%	0.1%	-4%	-2%	-1.8%	5%	?	-0.8%	-14%	-3%
(24) CCC(=O)Nc1ccc(NC(=O)CSc2nnnn2CC)cc1C
  -2%	5%	0.4%	1%	-4%	-0.1%	1%	-5%	-0.2%[57.5 µM]	-2%	3%

Screens from PubChem.
